Bioassay records: PubChem BioAssay, Broad Institute
RAD52 inh: RAD52 DNA annealing inhibitors, primary screen, biochemical, FRET, single point, set 2; AID 651710, 2012; DNA repair protein RAD52 homolog (Homo sapiens), P43351; inhibition, % at 18.7 µM; recombinant RAD52 DNA annealing, FRET fluorescence; actives 0.46% (n = 360,000);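 active means every replicate showing at least 50% inhibition; inconclusive means mean inhibition at least 50% but not in every replicate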
E-sel inducer: E-selectin induction in HUVECs, primary screen, imaging, HUVEC, immunofluorescence imaging, single point; P16581; normalized: neutral wells 0, TNF-alpha wells 100; activation, % at 7.58 µM; actives 0.37% (n = 260,000); AID 686992, 2013;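 active means mean E-selectin-positive cell signal at least 10% of the positive control, reached in at least 60% of replicates, without over 20% cell loss; inconclusive means no rule given, readout overlaps actives, possibly toxicity-flagged; inactive means the rest, including those meeting only one limit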;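 further: in these data hits start at about 27%; measured in HUVEC primary endothelial cells; signal is the percent of cells scored E-selectin positive by PE staining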
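Assay system: HUVEC primary endothelial cells. Input: 3,000 HUVEC seeded per well. Doses: one compound dose added by pin transfer. Read-out basis: % PE-positive cells. Benchmarks: TNF-alpha high, DMSO low. Detection: immunofluorescence imaging. Buffer or medium: EGM-2, gelatin.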
esBAF inh: Bmi1 luciferase reporter increase in mESCs, primary screen, esBAF inhibitor project, mouse ES cells, Bmi1 luciferase knock-in, single point. 24 h; 100% = twice the neutral-well signal. reporter increase, % at 12.5 µM. actives 2% (n = 350,000); in the data active means activation above about 40%; inconclusive means no clear call, values can overlap the other calls;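 further: 0% = median of the plate's neutral control wells and 100% = double that signal; a rise in the Bmi1 reporter signal indicates esBAF inhibition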
RAD54 inh: inhibitors of human RAD54 branch migration, primary screen, biochemical, fluorescence, single point; DNA repair and recombination protein RAD54-like (Homo sapiens), Q92698; RAD54 Holliday junction branch migration, FAM/BHQ fluorescence; inhibition, % at 10.4 µM; actives 0.14% (n = 360,000); AID 602329, 2012;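 active means mean normalized replicate activity at least 40 and at least half of replicates scoring 40 or more; inconclusive means only one of the two criteria met; inactive means mean below 40 and under half of replicates reaching 40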;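 further: 0% = median of neutral control wells and 100% = median of positive control wells; inhibitors cause a drop in the FAM fluorescence signal; in these data hits start at about 50%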
Target sequence (Q92698 whole entry, looked up): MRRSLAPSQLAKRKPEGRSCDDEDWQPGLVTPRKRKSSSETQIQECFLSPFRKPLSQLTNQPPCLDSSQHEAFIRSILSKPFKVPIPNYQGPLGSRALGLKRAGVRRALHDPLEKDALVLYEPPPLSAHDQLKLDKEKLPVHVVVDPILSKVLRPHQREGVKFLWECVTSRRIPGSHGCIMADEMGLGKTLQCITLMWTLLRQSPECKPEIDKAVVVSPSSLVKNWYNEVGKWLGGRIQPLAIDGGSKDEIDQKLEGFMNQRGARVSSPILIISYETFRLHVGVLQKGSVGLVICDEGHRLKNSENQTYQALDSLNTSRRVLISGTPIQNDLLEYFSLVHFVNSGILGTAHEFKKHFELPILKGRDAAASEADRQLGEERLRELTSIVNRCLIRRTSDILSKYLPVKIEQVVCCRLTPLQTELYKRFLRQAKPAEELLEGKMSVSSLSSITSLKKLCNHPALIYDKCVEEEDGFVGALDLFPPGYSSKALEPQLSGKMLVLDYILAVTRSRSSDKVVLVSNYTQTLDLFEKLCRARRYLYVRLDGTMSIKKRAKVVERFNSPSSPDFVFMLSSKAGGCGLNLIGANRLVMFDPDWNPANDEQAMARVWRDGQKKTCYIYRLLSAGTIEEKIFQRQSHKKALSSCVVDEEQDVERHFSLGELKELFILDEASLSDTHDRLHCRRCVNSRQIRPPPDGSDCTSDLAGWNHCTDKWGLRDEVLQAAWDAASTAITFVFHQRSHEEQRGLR
S100A4 inh HTS: inhibitors of S100A4-myosin IIA peptide binding, primary screen, biochemical, fluorescence polarization, TAMRA-MyoIIA peptide. actives 0.14% (n = 360,000). AID 652163, 2013. Protein S100-A4 (Homo sapiens), P26447. inhibition, % at 10.7 µM;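 active means mean inhibition of at least 70% across replicates, with every replicate also reaching that level; inconclusive means mean inhibition reaches 70% but some replicates fall short; inactive means mean inhibition below 70%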
Target sequence (P26447 whole entry, looked up): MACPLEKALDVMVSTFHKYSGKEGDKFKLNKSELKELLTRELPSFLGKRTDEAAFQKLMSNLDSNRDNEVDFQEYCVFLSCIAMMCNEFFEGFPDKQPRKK
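Test system – S100A4 monomer (human) · Compound – single-point compound testing · Schedule – 5 min incubation before reading · Probe or stimulus – TAMRA-labelled myosin IIA heavy-chain peptide probe, 5 nM · Benchmarks – neutral control DMSO, positive control TFP · Medium – Calcium-containing HEPES buffer, pH 7.2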
EWS-Fli inh: EWS/Fli-driven NR0B1 reporter inhibitors, primary screen, A673 cells, NR0B1 luciferase, luminescence, MLPCN library; actives 0.67% (n = 350,000); viability-normalised; inhibition, % at 12.6 µM;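 active means mean inhibition of at least 50% after viability correction, with every replicate also passing that limit; inconclusive means mean reaches 50% but only one of two replicates passes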;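 further: firefly luciferase signal divided by Alamar Blue viability fluorescence both relative to DMSO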
FN deposition inh: inhibitors of fibronectin matrix deposition, primary screen, AH1F cells, Alexa488-fibronectin fluorescence, plate reader. AH1F fibroblasts, overnight. actives 0.086% (n = 350,000). inhibition, % at 12.6 µM. AID 743247, 2014;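 active means mean inhibition across replicates of 30% or more, regardless of how many single replicates reach that level; inconclusive means mean under 30% yet at least half of replicates reach 30%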;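 further: positive control wells lacked labelled fibronectin entirely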
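Schedule: 1 h cell adhesion before compound, then overnight fibronectin incubation; test system: AH1F fibroblast monolayer depositing Alexa488-labelled fibronectin into matrix; quantity: 10000 AH1F cells per well; probe or stimulus: fluorescent fibronectin at 24 nM final; signal: fluorescence, ex 485 nm, em 525 nm; evaluation: percent inhibition as loss of matrix-bound fibronectin fluorescence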
XiGFP reactiv: activators of inactive X chromosome reactivation, primary screen, imaging, XiGFP fibroblasts, GFP high-content imaging, set 2. actives 0.055% (n = 360,000). activation, % at 7.58 µM. XiGFP mouse fibroblasts, % GFP-positive cells imaging, 3 d; cells co-treated with 5-aza-dC sensitizer; scaled so ellipticine positive control = 100%;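 active means mean normalized replicate activation at least 10% and every replicate at or above 10%; inconclusive means only one of the two criteria met; inactive means mean below 10% and not all replicates reach 10%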;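 further: 0% = median of on-plate neutral control wells and 100% = ellipticine 6 µM median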
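System: SV40-immortalized XiGFP fibroblast cells, line 68-5-11 / Incubation: 3-day compound exposure, then 15 min fixation at room temperature / Compound: single concentration per compound, delivered by pin transfer / Buffer or medium: DMEM plus 5-aza-dC sensitizer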
Numbers without * were called inactive; ? = inconclusive; · = no result given. Rows were taken by chance; 3% or so of the library scored in one or more.

SMILES | RAD52 inh | E-sel inducer | esBAF inh | RAD54 inh | S100A4 inh HTS | EWS-Fli inh | FN deposition inh | XiGFP reactiv
CC(C)(C)OC(=O)CNC(=O)c1[nH]cnc1C(=O)NC(c1ccccc1)c1ccccc1 | -10 | -0.1 | 2 | 6 | 18 | -1 | 4 | 0.6
CCOC(=O)c1nnn(-c2ccc([N+](=O)[O-])cc2[N+](=O)[O-])c1C | -13 | · | · | · | -6 | 0 | -5 | 0.2
COc1cc(NC(=O)CCc2nnc3ccc(N4CCCC4)nn23)cc(OC)c1OC | -5 | · | 1 | -10 | 3 | -6 | 8 | 0.0
CCN(CC)C(=O)OCc1c(-c2ccccc2)ncc2ccccc12 | -3 | -0.1 | 106* | -9 | 11 | -68 | -5 | -0.6
N#Cc1cccc(-c2ccc3c(c2)[C@@H]2[C@@H](CCN2Cc2ccc4c(c2)OCO4)[C@@H](CO)N3)c1 | -14 | 0.0 | 1 | -8 | -8 | 19 | 1 | 0.1
CCc1nc2c(OCC3CCCCC3)cccn2c1N(C=O)Cc1ccc(OC)cc1 | -47 | -0.2 | -3 | -12 | -1 | 9 | 2 | 0.0
C[C@H](O)[C@@H]1CN2CCc3c([nH]c4ccc(-c5ccc6c(c5)OCO6)cc34)[C@@H]2C[C@@H]1N(C)C(=O)Nc1cc(Cl)cc(Cl)c1 | -24 | 6.6 | -45 | -4 | -8 | 49 | -6 | 0.2
COc1ccc(C(=O)N2CCC(C(=O)N3CCN(Cc4ccccc4)CC3)CC2)cc1 | 1 | · | · | -7 | -4 | 1 | 9 | 0.3
CSc1ccccc1OCc1cc(C(=O)NCC(C)(C)N2CCOCC2)no1 | -5 | -0.1 | -5 | 4 | -7 | -6 | · | 0.1
COc1ccc(O)cc1 | -2 | · | 2 | -10 | -10 | 8 | · | ·
O=C(NCc1ccccc1)C(c1ccco1)N(C(=O)c1csnn1)c1ccccc1F (stereo unspecified) | -9 | · | -4 | 7 | 1 | · | 2 | 0.0
COc1ccccc1C(=O)CC(=O)C(=O)Nc1cccc([N+](=O)[O-])c1C | -34 | 0.5 | 19 | -13 | -3 | -7 | 2 | 0.1
O=C(O)CCCCCNC(=O)C(=O)C1C(=O)Nc2ccccc21 (stereo unspecified) | -15 | 0.0 | -5 | -3 | 0 | 8 | -1 | -0.1
CN1C(=O)c2cc(NC(=O)c3ccccc3)ccc2OC[C@@H]2O[C@H](CC(=O)NC3CCCC3)CC[C@@H]21 | -4 | -0.1 | 1 | -5 | -5 | 0 | -4 | 0.1
C[C@@H](NC(=O)C[C@@H]1C[C@H]2c3cc(NC(=O)Nc4ccccc4F)ccc3O[C@H]2[C@@H](CO)O1)c1ccccc1 | 3 | 0.3 | 0 | -2 | -6 | 9 | · | 0.1
CC(C)NC(=O)Nc1cccc2c1O[C@@H](CN(C)C(=O)NC(C)C)[C@H](C)CN([C@H](C)CO)C2=O | 0 | 0.5 | 0 | -5 | 8 | -3 | · | 0.9
COc1cc(/C=C2/C(=O)NN(c3ccc(C)c(Cl)c3)C2=O)cc([N+](=O)[O-])c1O | -18 | ? | -8 | -6 | -1 | 1 | -2 | 0.1
Cc1ccc(Cl)cc1NS(=O)(=O)c1ccc2oc(=O)ccc2c1 | -5 | · | 1 | 19 | -1 | -5 | -3 | 0.0
Cc1ccc(N2CC(C(=O)OCC(=O)Nc3ccccc3F)CC2=O)cc1 (stereo unspecified) | -14 | 4.3 | · | · | -1 | 8 | 3 | -0.1
S=C(NCC1CCCO1)N1CCN(c2ccccc2)CC1 (stereo unspecified) | -17 | · | · | · | -1 | 2 | 5 | 0.1
c1ccc(-n2ncc3c(NC4CCCCCC4)ncnc32)cc1 | -13 | 0.6 | 55* | 7 | -3 | -180 | 4 | 0.4
Cc1cc(N2C(=O)C(=O)/C(=C(/O)c3ccc(F)cc3)C2c2ccc(F)cc2)no1 (stereo unspecified) | -4 | · | -1 | -2 | 1 | · | · | ·
C/C(=N\NC(=O)C(N)=O)c1ccc(OC(F)F)cc1 | -9 | -0.3 | -5 | · | -6 | 2 | -1 | -0.1
CC(C)(C)NC(=O)C(c1ccc(C#N)cc1)n1c(=O)c(-c2ccccc2)nc2ccccc21 (stereo unspecified) | -8 | 1.7 | · | · | -1 | -19 | -7 | 0.3
COc1ccc(CCN2C(=O)C(O)=C(C(C)=O)C2c2ccccc2OC)cc1OC (stereo unspecified) | 3 | · | -6 | 8 | 3 | 11 | · | ·

The listing continues.
SMILES | RAD52 inh | E-sel inducer | esBAF inh | RAD54 inh | S100A4 inh HTS | EWS-Fli inh | FN deposition inh | XiGFP reactiv
O=C(CSc1nnc(NC(=O)c2ccccc2F)s1)NCc1ccco1 | -28 | 0.5 | · | -9 | -3 | -55 | 0 | 0.3
CCOc1ccc(C2OC(=O)Cc3cc(OC)c(OC)cc32)cc1 (stereo unspecified) | -7 | · | -6 | -2 | -6 | 12 | · | ·
Cc1cc(C)c(S(=O)(=O)N2CCN(C(=O)CC(C)n3nc(C)nc3C)CC2)c(C)c1 (stereo unspecified) | -23 | · | -8 | -5 | 2 | -9 | -2 | 0.4
COC(=O)c1cc(S(=O)(=O)NCc2cccs2)c[nH]1 | -3 | · | 7 | -9 | -4 | 2 | -10 | 0.0
CSCCC(Nc1ccc(S(=O)(=O)N2CCOCC2)cc1[N+](=O)[O-])C(=O)OCC(=O)NCC(C)C (stereo unspecified) | -1 | · | -5 | · | -4 | 8 | 3 | 0.0
COc1ccccc1NC(=O)N(C)C[C@H]1OCc2cn(nn2)CCCC(=O)N([C@@H](C)CO)C[C@H]1C | · | 0.4 | -5 | · | · | 1 | -1 | -0.3
O=C(NC1CCCCC1)N[C@@H]1CC[C@@H](CCNS(=O)(=O)c2ccc(Cl)cc2)O[C@@H]1CO | -5 | 0.1 | 8 | 4 | -2 | 0 | 4 | -0.3
COCCN(C(=O)CSc1nnc(-c2ccc(C)cc2)n1N)c1c(N)n(Cc2ccccc2)c(=O)[nH]c1=O | -11 | -1.2 | -3 | 6 | -1 | · | · | -0.1
CN(NS(=O)(=O)c1ccc(Br)cc1)c1nc(C(F)(F)F)nc2ccccc12 | -8 | 0.9 | -10 | 4 | -30 | 10 | -2 | -0.1
Cc1ccc(NC(=O)NNC(=O)c2cc3ccccc3cc2O)c(C)c1 | -45 | 0.7 | -1 | -1 | -5 | · | · | 0.1
COC(=O)[C@]12C[C@H](CC(=O)N3CCCC3)C(=O)N(CCC3=CCCCC3)C1=C[C@H](C(C)(C)C)O[C@@H]2C | 5 | -0.1 | · | · | -2 | 20 | -13 | 0.2
COc1ccc(Cl)cc1NC(=O)CCN1C(=O)C2C3C=CC(C4CC34)C2C1=O (stereo unspecified) | 0 | -3.9 | 0 | 6 | -2 | 4 | 6 | 0.2
COc1ccc2c3c(n(C)c2c1)[C@@H](CO)N(Cc1ccc2c(c1)OCO2)CC31CCN(C(C)=O)CC1 | -8 | 0.0 | · | · | 2 | 4 | · | 0.1
COc1cccc(C#Cc2cnc3c(c2)C(=O)N([C@H](C)CO)C[C@H](C)[C@H](CN(C)C(=O)C2CC2)O3)c1 | 7 | 0.1 | -8 | 5 | 4 | 6 | · | 0.3
CCOC(=O)c1c(C)cc(O)cc1O | -9 | · | 8 | 11 | 2 | -6 | · | ·
O=C(NC[C@@H]1[C@H](c2ccccc2)[C@H](CO)N1CC1CCCC1)C1CC1 | -4 | 0.5 | · | · | 12 | 3 | · | 0.0
C=C(CN(C)C)C(=O)c1cc(C)ccc1C | -9 | -0.4 | · | · | 41 | 33 | -5 | 0.6
Cc1cccn2c(=O)nc(SCC(=O)N3CCCCC3)nc12 | 2 | 0.1 | 0 | · | -8 | 5 | -3 | 0.0
CCOCc1c(C(=O)OCC(=O)Nc2ccc(C)c(S(=O)(=O)N(C)C)c2)oc2ccccc12 | -26 | 3.2 | · | · | -1 | -12 | 3 | -0.1
COc1ccc(NC(=O)Nc2ccc3c(c2)C(=O)N([C@H](C)CO)C[C@H](C)[C@@H](CN(C)Cc2ccc4c(c2)OCO4)O3)cc1 | 15 | -2.2 | -4 | 6 | 1 | -8 | -1 | -0.3
CN1CCN(C(=O)C[C@@H]2C[C@@H]3c4cc(NS(=O)(=O)c5ccc(F)cc5)ccc4O[C@@H]3[C@@H](CO)O2)CC1 | · | -0.3 | 0 | 0 | · | -4 | 3 | 0.1
CCN1C(=O)/C(=C\c2ccncc2)SC1=S | -18 | -1.2 | · | -1 | -5 | -8 | 10 | 0.1
O=C(Cn1cnc(S(=O)(=O)N2CCCC2)c1)Nc1ccccc1 | -8 | · | -1 | -6 | 5 | 1 | 14 | 0.2
O=C(C[C@H]1C[C@H]2c3cc(NC(=O)Nc4ccccc4F)ccc3O[C@H]2[C@@H](CO)O1)NCc1cc(F)ccc1F | 18 | 0.0 | -10 | 1 | 10 | 15 | -9 | 0.2
O=C(CN1CCOCC1)N[C@@H]1CC[C@H](CCNS(=O)(=O)c2ccccc2F)O[C@@H]1CO | · | -0.6 | -3 | · | · | -9 | -14 | 0.5

The list continues.
SMILES | RAD52 inh | E-sel inducer | esBAF inh | RAD54 inh | S100A4 inh HTS | EWS-Fli inh | FN deposition inh | XiGFP reactiv
CCn1c2ccccc2c2cc([N+](=O)[O-])ccc21 | -8 | · | · | · | 6 | 8 | 7 | 0.0
Cc1cccc(-c2n[nH]c(=S)n2/N=C/C=C/c2ccco2)c1 | 0 | 2.8 | -2 | -1 | -1 | 7 | -1 | 0.1
Cc1ccc(NC(=O)Cn2ncc3ccccc32)c(Cl)c1 | -9 | 0.0 | 12 | 4 | -4 | -36 | 2 | 0.0
O=C(CN1C(=O)NC2(CCCCC2)C1=O)N1CCN(S(=O)(=O)c2ccc(F)cc2)CC1 | -4 | 0.1 | · | 7 | -8 | -3 | · | 0.1
CCOc1ccc(-c2nonc2NC(=O)c2ccco2)cc1 | -4 | · | 2 | -1 | 0 | 1 | -3 | 0.2
CCC(=O)N1C[C@H]2[C@@H](c3ccccc31)[C@@H](CO)N2Cc1ccccc1F | 5 | -0.1 | 3 | 21 | 0 | -6 | · | 0.4
